# High-throughput results from PubChem.
# KLF5 inhibitor – kruppel-like factor 5 inhibition | DLD-1 KLF5 promoter-luciferase reporter, luminescence | inhibition, % at 5 µM | 0.23% of 290,000 active | AID 1700;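 active = inhibition above a per-plate limit of that plate's mean compound inhibition plus 3 SD, cut at about 60% in these data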;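 note: 0% = DMSO wells and 100% = LY294002 at 200 µM; higher means less KLF5 promoter-driven luciferase light; inactives centre near -14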
# GSK3beta inhib – human GSK3beta kinase inhibition; GST-GSK3beta kinase, ADP-Glo luminescence, 60 min; active compounds read low; P49841; 0.038% of 300,000 active; activity score (negative = inhibition), % at 10 µM;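 active = more than half of replicate wells score below -50%, meaning over 50% inhibition versus plate controls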;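 note: 0% = median DMSO wells and -100% = median GW8510 positive control wells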
# Target sequence (P49841 whole entry, looked up): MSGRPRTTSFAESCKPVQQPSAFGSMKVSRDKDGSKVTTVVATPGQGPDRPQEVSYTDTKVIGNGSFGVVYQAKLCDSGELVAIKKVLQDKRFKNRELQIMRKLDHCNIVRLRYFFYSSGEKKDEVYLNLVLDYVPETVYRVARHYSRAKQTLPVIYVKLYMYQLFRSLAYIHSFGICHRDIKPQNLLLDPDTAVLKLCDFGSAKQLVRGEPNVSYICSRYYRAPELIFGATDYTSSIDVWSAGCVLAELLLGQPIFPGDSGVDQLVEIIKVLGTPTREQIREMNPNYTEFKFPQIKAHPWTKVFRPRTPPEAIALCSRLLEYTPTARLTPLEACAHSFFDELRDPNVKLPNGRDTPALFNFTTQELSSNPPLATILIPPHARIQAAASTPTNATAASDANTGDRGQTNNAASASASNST
#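 Assay system: GST-tagged human GSK3beta kinase, cell-free; Input: 1.6 ng GSK3beta; Medium: Tris/MgCl2 kinase buffer; Timing: 60 min enzyme reaction, room temperature; Signal: ADP-Glo luminescence quantifying ADP generated by kinase; Evaluation: score relative to plate controls; Benchmarks: DMSO neutral wells and GW8510 at 20 µM as positive.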
# DYRK1A inh – Dyrk1A (rat) kinase inhibition; Q63470; ADP-Glo luminescence, NFATc1 peptide; inhibition, % at 12.5 µM; 0.43% of 310,000 active; in the data active = inhibition above about 50%;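 note: plate controls were vehicle with enzyme for no effect and no enzyme for full effect; many of its hits are not listed in these tables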
# Platelet DG rel – platelet dense granule release activity. human platelet-rich plasma, SFLLRN dense granule ATP release, luminescence. inhibition, %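 (compounds screened at 7.5 µM in platelet-rich plasma)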. 0.22% of 300,000 active;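 active = mean replicate score, as percent of positive control, at or above 50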
# GSK3 alpha inh – blocks human GSK-3 alpha kinase. AID 2650. 0.1% of 320,000 active. ADP-Glo luminescence, 60 min. inhibition, % at 10 µM;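 in the data active = inhibition above about 50%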;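 note: GST-tagged GSK-3 alpha with peptide substrate and 25 µM ATP; 0% = DMSO neutral wells and 100% = GW8510 positive control wells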
# Target sequence (P49840 whole entry, looked up): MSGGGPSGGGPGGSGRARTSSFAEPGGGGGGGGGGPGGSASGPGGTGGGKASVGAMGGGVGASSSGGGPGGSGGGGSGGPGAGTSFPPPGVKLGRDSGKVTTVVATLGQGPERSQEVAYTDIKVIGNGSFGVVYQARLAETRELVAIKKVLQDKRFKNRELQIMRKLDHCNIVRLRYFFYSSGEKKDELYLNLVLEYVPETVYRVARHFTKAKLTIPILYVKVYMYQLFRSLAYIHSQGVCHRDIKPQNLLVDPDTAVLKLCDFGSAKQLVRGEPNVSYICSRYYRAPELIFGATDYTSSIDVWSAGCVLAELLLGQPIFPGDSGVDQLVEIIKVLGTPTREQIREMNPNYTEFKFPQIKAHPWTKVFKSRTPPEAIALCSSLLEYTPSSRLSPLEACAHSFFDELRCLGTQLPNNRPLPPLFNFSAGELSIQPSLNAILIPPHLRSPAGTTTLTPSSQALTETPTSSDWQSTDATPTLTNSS
# aSyn UTR inh – MLPCN primary screen, SNCA 5' untranslated region; inhibition, % (tested at 7.5 µM); 0.82% of 300,000 active; alpha-synuclein 5'UTR reporter, inhibitor activity; in the data active = inhibition above about 60%;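 note: H4 neuroglioblastoma cells stably carrying SNCA 5'UTR luciferase fusion; 0% = DMSO wells and 100% = positive control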
# HSF1 inhib – HSF1 inhibition; activity change, negative = inhibition, % at 7.5 µM (by protocol); 0.77% of 300,000 active; NIH3T3-HGL HSE-luciferase, MG132-induced, luminescence 8 h; active compounds read low;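 active = more than half of replicate wells show activity change below -50%, luminescence cut by over half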;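 note: luciferase reports HSF-1 transcriptional activity via heat shock element; 0% = median of DMSO wells and -100% = zero luminescence signal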
# IEC-6 tox – kills IEC-6 intestinal cells in KLF5 counter-screen | IEC-6 cytotoxicity, luminescence viability | inhibition, % at 5 µM | 0.78% of 290,000 active; in the data active = inhibition above about 22%;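 note: 0% = plate median of test compound wells and 100% = cytotoxic reference compound wells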
# HSF1 activator – increases HSF-1 driven luciferase reporter signal; NIH3T3-HGL HSF-1 luciferase reporter, MG132, 8 h; 100% = twice DMSO control signal; 1.7% of 300,000 active; activation, % at 9 µM;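 active = mean replicate activation of at least 50% with a set share of replicates each reaching 50%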;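 note: 0% = median of the neutral control wells and 100% = twice that signal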
# HSP90 inh – blocks HSP90-mediated luciferase refolding in reticulocyte lysate | Rabbit reticulocyte lysate, luciferase refolding luminescence, 3 h | inhibition, % at 5.6 µM | 0.91% of 290,000 active | AID 1789;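 active = inhibition above the screen-wide mean plus 3 SD, computed separately per campaign, cut at about 16% in these data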;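 note: 0% = DMSO wells and 100% = 60 µM geldanamycin wells; inhibitors lower the luminescence because luciferase stays unfolded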
# Active calls of the source: *; . = no result given. This is a subset; count on the stated rates, not on these rows.
# Value order: KLF5 inhibitor	GSK3beta inhib	DYRK1A inh	Platelet DG rel	GSK3 alpha inh	aSyn UTR inh	HSF1 inhib	IEC-6 tox	HSF1 activator	HSP90 inh
COc1cc(N/N=C(\C)c2ccc(N)cc2)nc(-c2ccccc2)n1
 : -18.3	0.0	-4.3	2.6	-0.4	-62.3	-17.2	3.9	-16.8	2.4
CCc1ccc2[nH]cc(S(=O)(=O)c3ccc(C)c(C)c3)c(=O)c2c1
 : -31.1	-1.4	-3.2	6.8	-4.7	-9.6	16.6	-2.9	13.7	-4.8
CCOC(=O)Nc1nc(-c2ccccc2)c(C(=O)c2ccc(Cl)cc2)s1
 : 59.1	-1.3	3.9	-0.9	1.8	113.7*	-19.9	86.2*	-12.4	4.1
CCCCCCn1c(=O)c(F)cn(Cc2ccc(OC)c([N+](=O)[O-])c2)c1=O
 : 1.3	-4.1	7.2	-1.7	5.3	29.5	2.6	-2.1	7.0	-2.4
CCCCSC1=N/C(=C/c2ccsc2)C(=O)N1c1ccccc1
 : -53.3	-5.5	-7.7	-6.7	0.4	10.5	1.9	0.0	0.6	-0.6
Cc1onc(-c2c(Cl)cccc2Cl)c1C(=O)NCc1ccco1
 : 13.8	0.9	4.2	9.3	-1.6	2.5	-3.3	9.0	-5.6	1.9
C=C(C)COc1ccc(-c2ncncc2-c2ccccc2OC)c(O)c1
 : -8.4	-0.3	-1.4	-1.2	1.5	5.0	3.8	6.2	-16.1	3.0
COc1ccccc1NC(=O)N1CCN(Cc2ccc3c(c2)OCO3)CC1
 : 2.1	0.6	27.5	-3.6	-4.8	-5.9	-1.3	6.1	14.9	1.9
Cc1ccc(NC(=O)COC(=O)C2CC2(Cl)Cl)cc1C (stereo unspecified)
 : 5.4	-0.5	-1.7	2.3	-0.2	-17.9	-2.7	4.2	11.3	0.4
COc1ccc(C(=O)N2c3ccccc3CC2C)cc1OC (stereo unspecified)
 : -12.0	-2.0	-2.9	5.2	-1.1	1.6	-6.0	2.4	-0.2	-0.3
COc1ccc(CCNC(=O)c2ccc(CS(=O)(=O)c3ccc(Br)cc3)o2)cc1OC
 : -28.1	5.4	-1.6	0.2	.	7.6	-0.2	0.8	19.2	1.7
COC(=O)c1sc(S(=O)(=O)N2CCN(c3ccc(OC)cc3)CC2)c(C(=O)OC)c1C
 : -33.8	0.0	0.4	8.0	-4.7	14.3	-6.6	9.1	0.8	1.6
COc1cc(NC(=O)c2cc3cccc(OC)c3o2)cc(C(=O)Nc2cccc(C(F)(F)F)c2)c1
 : .	-1.2	-3.0	-0.5	9.6	-5.4	-67.4*	.	-74.0	.
CC(Oc1ccccc1)C(=O)NNS(=O)(=O)c1ccc([N+](=O)[O-])cc1 (stereo unspecified)
 : -9.0	-1.4	1.1	-2.1	1.3	19.4	.	1.5	.	2.2
CCCN(C(=O)c1cccc(S(=O)(=O)N2CCN(C)CC2)c1)c1c(N)n(Cc2ccccc2)c(=O)[nH]c1=O
 : .	2.1	-0.4	-1.2	-0.6	14.8	-4.4	.	-4.2	.

# aSyn UTR inh: what is marked active above
mol | KLF5 inhibitor | GSK3beta inhib | DYRK1A inh | Platelet DG rel | GSK3 alpha inh | aSyn UTR inh | HSF1 inhib | HSF1 activator | HSP90 inh
CCOC(=O)Nc1nc(-c2ccccc2)c(C(=O)c2ccc(Cl)cc2)s1 | 59.1 | -1.3 | 3.9 | -0.9 | 1.8 | 113.7* | -19.9 | -12.4 | 4.1

# The listing continues:
# Value order: KLF5 inhibitor	GSK3beta inhib	DYRK1A inh	Platelet DG rel	GSK3 alpha inh	aSyn UTR inh	HSF1 inhib	IEC-6 tox	HSF1 activator	HSP90 inh
CCCCOc1ccc(CSc2nc(C)[nH]c2[N+](=O)[O-])cc1[N+](=O)[O-]
 : -2.6	9.0	.	6.1	1.3	-64.9	0.2	-1.8	-1.4	12.4
O=[N+]([O-])c1cc(F)c(N2CCOCC2)cc1N1CCCCC1
 : -17.6	3.2	7.9	2.9	1.9	19.3	2.3	-1.3	-0.4	-2.5
Cc1nn(-c2ccccc2)c(Cl)c1C1C(C#N)=C(N)OC2=C1C(=O)CC(C)(C)C2 (stereo unspecified)
 : -11.6	0.2	-1.3	-4.1	-2.1	24.7	-1.3	-1.8	12.7	1.2
CCc1ccc(-c2cc(C(=O)O)c3ccccc3n2)s1
 : -32.8	1.8	3.8	4.9	-1.6	-38.1	0.7	2.7	0.7	11.5
CCc1cccc(CC)c1NC(=S)NCc1ccc2[nH]c(C)cc2c1
 : 0.1	-0.5	-2.0	-3.9	4.3	14.0	13.5	-7.9	38.4	-0.9
CCC(C)Sc1nc2c(c(=O)[nH]c(=O)n2C)n1C (stereo unspecified)
 : -40.0	-2.4	0.0	-2.1	4.6	11.1	-4.9	5.2	-6.0	-4.0
CCN(C(=S)Nc1ccccc1F)C1CCCCC1
 : 2.2	-0.3	2.2	-2.5	-1.6	22.3	2.9	1.6	-1.5	1.2
CC(C)Oc1ccc(C2C(C(=O)c3ccco3)=C(O)C(=O)N2Cc2cccnc2)cc1 (stereo unspecified)
 : -25.9	3.0	1.0	2.4	-2.0	-59.4	-31.2	-4.2	-40.2	14.7
CC(=O)Nc1ccccc1N(CC(O)Cn1c2ccccc2c2ccccc21)S(=O)(=O)c1ccc(C)cc1 (stereo unspecified)
 : -17.2	1.0	-3.5	2.3	-1.6	17.7	18.4	13.5	27.8	9.1
COc1ccc(CCNC(=O)CCn2c(=O)c3cccn3c3cccnc32)cc1OC
 : -12.4	-0.9	2.9	6.7	-1.3	-36.2	-0.7	-10.2	3.4	0.9
Nc1nonc1-n1nnc(C(=O)N/N=C/c2ccccc2Br)c1CN1CCCC1
 : -90.1	-2.1	-0.8	2.6	-1.8	5.8	-14.0	-2.2	-11.2	0.3
O=C(NC1CCCCC1)C1CCN(C(=O)c2ccc(-c3ccccc3)cc2)CC1
 : -12.0	-2.9	-0.6	-39.6	-1.9	38.2	-13.8	-2.3	5.0	-1.5
CCCCCOC(=O)c1c(N)n(CCOC)c2nc3ccccc3nc12
 : -30.4	-1.0	11.3	-2.2	4.5	-6.0	5.5	5.0	13.4	1.8
COc1ccc(OCCCC(=O)Nc2nccs2)cc1
 : -6.1	0.5	-5.9	-2.7	3.1	-18.9	3.6	-4.4	20.8	5.0
O=C(/C=C/c1ccc(OC(F)F)cc1)Nc1cccc(S(=O)(=O)NC2=NCCCCC2)c1
 : -21.2	-0.9	7.2	20.4	-0.8	-71.8	11.8	-0.8	18.9	-0.8

# Ordered by number of heavy atoms (high to low): 5 of the compounds above
# Value order: KLF5 inhibitor	GSK3beta inhib	DYRK1A inh	Platelet DG rel	GSK3 alpha inh	aSyn UTR inh	HSF1 inhib	IEC-6 tox	HSF1 activator	HSP90 inh
O=C(/C=C/c1ccc(OC(F)F)cc1)Nc1cccc(S(=O)(=O)NC2=NCCCCC2)c1
 : -21.2	-0.9	7.2	20.4	-0.8	-71.8	11.8	-0.8	18.9	-0.8
COc1ccc(CCNC(=O)CCn2c(=O)c3cccn3c3cccnc32)cc1OC
 : -12.4	-0.9	2.9	6.7	-1.3	-36.2	-0.7	-10.2	3.4	0.9
Cc1nn(-c2ccccc2)c(Cl)c1C1C(C#N)=C(N)OC2=C1C(=O)CC(C)(C)C2 (stereo unspecified)
 : -11.6	0.2	-1.3	-4.1	-2.1	24.7	-1.3	-1.8	12.7	1.2
CCCCOc1ccc(CSc2nc(C)[nH]c2[N+](=O)[O-])cc1[N+](=O)[O-]
 : -2.6	9.0	.	6.1	1.3	-64.9	0.2	-1.8	-1.4	12.4
CCN(C(=S)Nc1ccccc1F)C1CCCCC1
 : 2.2	-0.3	2.2	-2.5	-1.6	22.3	2.9	1.6	-1.5	1.2

# Other structures.
# Value order: KLF5 inhibitor	GSK3beta inhib	DYRK1A inh	Platelet DG rel	GSK3 alpha inh	aSyn UTR inh	HSF1 inhib	IEC-6 tox	HSF1 activator	HSP90 inh
CC1(C)CC(=O)c2c(O)cc(OCC(=O)Nc3ccc(CCO)cc3)cc2O1
 : -2.4	1.5	10.7	0.7	0.6	-15.7	-1.1	-5.8	0.8	-3.0
CSc1ccccc1OCc1cc(C(=O)N(C)C(C)c2ccccn2)no1 (stereo unspecified)
 : -42.0	8.5	-3.3	-7.1	4.1	-15.2	6.9	-1.1	21.1	-4.1
NC1CCN(c2c(F)cc3c(=O)c(C(=O)O)cn(C4CC4)c3c2Cl)C1 (stereo unspecified)
 : 17.4	-2.5	7.7	0.7	-28.4	17.1	-2.2	1.7	-1.5	3.3
CCc1ccc(/C=N/NC(=O)c2nnn(-c3nonc3N)c2CN2CCc3ccccc32)cc1
 : 9.1	3.5	-4.7	7.7	0.7	6.0	-7.0	3.2	18.0	6.7
CN(C)S(=O)(=O)c1cc(C(=O)NCCCn2ccc3ccccc32)ccc1Cl
 : -6.2	2.2	-0.4	-1.4	-3.0	14.3	2.5	-3.6	2.1	2.2
O=c1c(=NNc2ccccc2Cl)c(=O)c2ccccc12
 : -20.4	.	4.1	.	.	.	.	0.6	.	25.8*
CCCCCC(=O)OCCc1c(C)nc2nc[nH]n2c1=O
 : -10.2	4.6	-5.5	0.2	-3.7	15.1	-1.8	-0.2	10.5	0.7
Cc1ccc(NC(=O)Cn2nnc3ccccc32)c(C)c1
 : -29.1	-1.7	-2.3	0.3	3.4	-33.3	0.4	-6.2	5.3	-1.4
O=C(N/N=C\c1cccc(Cl)c1)c1ccc(Cn2cc(Br)c([N+](=O)[O-])n2)o1
 : -16.2	-2.1	7.1	-0.9	-0.1	-17.5	14.7	-2.5	49.8	0.0
C=CCN1C=C2C(=O)C(C)(OC(=O)CC)C(=O)C=C2C=C1CCCC (stereo unspecified)
 : .	-0.5	6.5	-3.6	-0.7	-2.1	-4.0	.	-12.9	.
CCn1c(C2CCN(S(=O)(=O)c3ccc(OC)cc3)CC2)n[nH]c1=S
 : -29.5	3.1	5.1	0.5	16.2	5.4	-5.3	-6.3	6.4	-0.5
N/C(=N\N=C/c1ccc(F)cc1)N/N=C\c1ccc(F)cc1
 : -11.6	-2.2	.	-4.9	0.7	-20.3	-2.5	5.2	19.5	2.8
CN(C(=O)c1ccc(Br)cc1)C1CCS(=O)(=O)C1 (stereo unspecified)
 : .	-1.7	-10.0	9.9	-3.5	-6.1	-8.0	.	-11.4	.
COc1ccc(NC(=O)COC(=O)Cc2c(F)cccc2Cl)cc1OC
 : 1.5	4.7	-2.5	7.1	-0.2	6.8	1.9	1.5	11.2	1.6
Cc1c(Cl)cccc1NC(=O)CNC(=O)c1ccccc1F
 : -22.6	0.6	-0.2	16.2	0.6	8.6	0.7	3.3	4.7	4.1
COc1ccc(OC)c(S(=O)(=O)N2CCCC(C(=O)N3CCCC3)C2)c1 (stereo unspecified)
 : -15.8	-2.5	17.3	-9.4	4.5	-11.4	-6.0	-8.1	-1.8	1.8
C=CCNS(=O)(=O)c1ccc(OC)c(C)c1
 : -20.9	0.5	-0.1	8.9	-2.8	-12.4	-9.8	2.1	-21.3	-3.2
CCOC(=O)C1=C(O)/C(=C\c2cc(C)n(-c3ccc(F)cc3)c2C)N=C1C
 : -1.9	-1.5	1.4	0.8	-1.1	42.2	-6.8	0.6	4.7	5.1
COc1ccc(S(N)(=O)=O)cc1C(=O)OCC1CCCCC1
 : -1.1	1.1	-4.5	-9.9	0.6	29.6	-2.7	1.8	-14.9	-0.7
